Polio RdRp inh = poliovirus RdRp elongation inhibitors, primary screen, biochemical, fluorescence polarization, total intensity. hit rate 0.66% among 150,000. % elongation, % (compound at 16.7 µg/mL). Genome polyprotein (Poliovirus type 1 (strain Mahoney)), P03300. poliovirus polymerase elongation; active compounds read low; in the data active means % elongation below about 90%; further: some results filed as inactive read as strong as hits
Target sequence (P03300 1749-2209 limits assumed): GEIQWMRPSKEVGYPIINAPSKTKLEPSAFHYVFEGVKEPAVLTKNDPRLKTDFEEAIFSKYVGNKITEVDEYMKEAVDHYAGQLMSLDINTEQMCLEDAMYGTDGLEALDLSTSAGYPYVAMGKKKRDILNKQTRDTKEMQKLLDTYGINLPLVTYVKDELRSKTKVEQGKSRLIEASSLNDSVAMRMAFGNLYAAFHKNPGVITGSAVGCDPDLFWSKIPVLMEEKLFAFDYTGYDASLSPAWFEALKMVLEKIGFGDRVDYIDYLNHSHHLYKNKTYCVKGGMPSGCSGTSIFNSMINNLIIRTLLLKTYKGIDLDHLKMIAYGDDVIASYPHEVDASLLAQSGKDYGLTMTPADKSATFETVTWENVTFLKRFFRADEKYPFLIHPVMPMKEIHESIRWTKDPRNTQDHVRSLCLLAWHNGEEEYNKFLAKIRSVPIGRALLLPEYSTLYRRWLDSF
Polio RdRp inh FP z-score = further read-out of Polio RdRp inh, marked with its call; z-score; measured here: FP z-score; hits read low
Active calls of the source: *; & = joins results of further samples.

Each structure is followed by: Polio RdRp inh | Polio RdRp inh FP z-score
> O=C1CC(c2nnc(Cc3ccc(Cl)cc3)o2)CN1c1ccccc1 (centres undefined)
  97 | -2.1
> CCN(CC)c1nn2c(=O)c(C(=O)NCc3ccc(N(C)C)cc3)cnc2s1
  108 | 0.2
> CC1SC(C)C(=O)N(CC(=O)Nc2ccccc2F)C1=O (centres undefined)
  106 | 0.9
> COc1ccc(CCNC(=O)CCc2c(C)nc3cc(-c4ccccc4)nn3c2C)cc1OC
  104 | -0.2
> CCc1ccc(-c2nc(SCC(=O)N3CCCC3=O)n[nH]2)cc1
  110 | 1.6
> CC(C)(C)c1cc(C(=O)O)n[nH]1
  102 | 0.2
> COC(=O)c1c[nH]n2c(=O)c(C(C)C)c(C)nc12
  102 | 0.4
> Cc1ccnc(NC(=O)c2c(C)oc3ncn(CC(C)C)c(=O)c23)c1
  112 | 0.6
> O=C(OCN1C(=O)c2ccccc2C1=O)C1CCN(S(=O)(=O)c2ccc(Cl)cc2)CC1
  106 | 0.4
> COc1ccccc1CNC(=O)CN(c1ccc(C)cc1)S(=O)(=O)c1c(C)noc1C
  106 | -0.3
> CCCCOc1ccc(C(=O)Nc2ccc3oc(-c4cccnc4)nc3c2)cc1
  105 | 0.5
> Cc1ccc2ncc(C(=O)NC(C)(C)C)c(=O)n2c1
  99 | -1.1
> CCCN(CC(=O)Nc1ccccc1C)C(=S)NC
  102 | 0
> CCCn1ccc2c(OCC(=O)NCc3ccc(F)cc3)cccc2c1=O
  108 | 0.3
> O=C(NCc1cccs1)c1ccc2c(c1)N(Cc1ccccc1)C(=O)CS2
  101 | 0
> CCCOc1ccc(Cl)cc1C(=O)O
  104 | 0.8
> O=C(CN(C(=O)c1cc2c(s1)CCC2)C1CCCC1)NCc1cccs1
  104 | 0.7
> CC1CCCCN1C(=O)C1CCN(S(=O)(=O)c2ccc(-n3cnnn3)cc2)CC1 (centres undefined)
  100 | -0.5
> COc1ccc(OC)c(NC(=O)CSc2c3c(nc4ccccc24)CCCC3)c1
  107 | 0.5
> COc1ccccc1-c1c(C)nn2c(N3CCN(c4ccc(F)cc4)CC3)cc(C)nc12
  105 | -0.1
> CC(C)N(C(=O)COn1nnc2ccccc21)c1ccccc1
  102 | 0
> CN(c1ccc(Cl)cc1)c1nc(O)c(C2=c3cc(F)ccc3=NC2=O)s1
  104 | 1
> CCSc1ncc(Cl)c(C(=O)Nc2c(C(=O)Nc3cccc(C)c3)oc3ccccc23)n1
  112 | 1.5
> COc1ccc(NC2c3ccccc3C(=O)N2c2ccc(Cl)cc2)cc1 (centres undefined)
  103 | 0.6
> CCCCCc1ccc(-c2ccc(Br)cc2)nc1
  106 | 0.4
> CN1C(C(=O)c2ccccc2)=C(NC(=O)c2ccccc2Br)c2ccccc2S1(=O)=O
  125 | 3.3
> O=CNc1c(O)c2ccccc2oc1=O
  100 | 0
> Cc1ccc(Cl)cc1N1CCN(CCCNC(=O)Cn2ncc3ccsc3c2=O)CC1
  102 | -0.8
> Cc1ccc(-n2nc(C(=O)N(C)c3ccc(C)c(C)c3)c3c4ccccc4n(C)c3c2=O)cc1
  104 | -0.9
> Cc1ccccc1C(=O)N1N=C(c2ccc(Br)cc2)CC1c1nc2ccccc2[nH]1 (centres undefined)
  101 | 0
> c1ccc(NNc2nncc(-c3ccccc3)n2)cc1
  100 | 0.1
> Cc1cccc(N2C(=O)CC(SCc3nc4ccccc4[nH]3)C2=O)c1 (centres undefined)
  99 | -0.3
> N#Cc1ccc(COC(=O)CCc2nc(N)nc(Nc3ccccc3)n2)cc1
  106 | 0.4
> COc1cccc(N2CCN(c3ncc4c(n3)CCN(Cc3ccc(Br)cc3)C4)CC2)c1
  104 | -0.2
> CN(C)S(=O)(=O)c1cccc(CSc2nnc(-c3c[nH]c4ccccc34)o2)c1
  102 | -0.1
> O=C(Cn1c(=O)n(-c2ccc(F)cc2)c(=O)c2sc3ccccc3c21)NC1CCCC1
  105 | 0.3
> COc1ccc2c3c([nH]c2c1)[C@H]1C[C@H]2[C@H](C[C@@H](O)[C@H](OC)[C@H]2C(=O)O)CN1CC3
  99 | -0.3
> CC(C)NC(=O)CSc1nnc(SCC(=O)NC(C)C)s1
  96 | -1.4
> CCCCn1c2ccc(Cl)cc2c2nc3ccccc3nc21
  99 | -0.2
> Cc1nn(C)c(C)c1NC(=O)Nc1ccccc1
  102 | -0.2
> COc1cccc(CNC(=O)C2=NNC(=O)CC2)c1
  103 | 0.3
> COc1ccc(C=C2C(=O)NC(=O)NC2=O)cc1
  103 | 0.3
> CCc1ccc(C2c3c(-c4cc(C)ccc4O)n[nH]c3C(=O)N2CCO)cc1 (centres undefined)
  110 | 0.7
> Cc1ccc(-c2ccn(-c3ccc(C)c(Cl)c3)c(=S)n2)cc1
  111 | 0.9
> Cc1onc(-c2ccccc2)c1CNC(=O)NC1CCN(C(=O)OCc2ccccc2)CC1
  105 | 0.4
> O=C(Nc1cccc(C(=O)OCc2cc(=O)n3c4c(sc3n2)CCCC4)c1)c1cccc(F)c1
  107 | 0.1
> CC(C)Cn1cc(NC(=O)N2CCC(c3ccccc3)C2)c2ccccc2c1=O (centres undefined)
  98 | -0.8
> CN1CC=C(/C=C/c2ccc(-c3ccccc3)cc2)CC1
  102 | 0.2
> CCOC(=O)c1cnn(-c2ncnc3sc4c(c23)CCCC4)c1N
  101 | 0
> c1ccc(Nc2nc3ccccc3o2)cc1
  103 | 0.8
> Cc1ccc(S(=O)(=O)Nc2c(C#N)c3nc4ccccc4nc3n2Cc2ccccc2)cc1
  73* | -2.2*
> CCOC(=O)c1csc(NC(=O)CN2CCOCC2)n1
  101 | 0
> CC(OC(=O)CSc1nc2ccccc2o1)C(=O)c1ccc(OC(F)F)cc1 (centres undefined)
  106 | 0.2
> C=CCNC(=O)CSc1nncn1-c1ccccc1
  101 | -0.2
> COc1ccc(N2C(=O)CSCC2=O)cc1OC
  94 | -0.9
> O=C1c2oc3ccccc3c(=O)c2C(c2cccc(O)c2)N1Cc1ccccc1 (centres undefined)
  101 | 0.2
> COc1ccc(CCCc2n[nH]c(=S)n2C)cc1C
  100 | -0.3
> N#Cc1c(-c2ccccc2)nc2n1CCS2
  102 | -0.1
> COc1cccc(CN(C(=O)c2cccc(C)c2)C2CCS(=O)(=O)C2)c1 (centres undefined)
  102 | -1.3
> COc1ccccc1CCNC(=O)c1ccoc1C
  98 | -1.5

Of the compounds above, these have bromine.
Each structure is followed by: Polio RdRp inh | Polio RdRp inh FP z-score
> CCCCCc1ccc(-c2ccc(Br)cc2)nc1
  106 | 0.4
> CN1C(C(=O)c2ccccc2)=C(NC(=O)c2ccccc2Br)c2ccccc2S1(=O)=O
  125 | 3.3
> Cc1ccccc1C(=O)N1N=C(c2ccc(Br)cc2)CC1c1nc2ccccc2[nH]1 (centres undefined)
  101 | 0
> COc1cccc(N2CCN(c3ncc4c(n3)CCN(Cc3ccc(Br)cc3)C4)CC2)c1
  104 | -0.2

(cont.)
Each structure is followed by: Polio RdRp inh | Polio RdRp inh FP z-score
> Nc1nc(=S)nc(Cc2ccc3c(c2)CCC3)[nH]1
  93 | -0.9
> Cc1ccc(-c2nc(N3CCN(c4ccc(F)cc4)CC3)c3ccccc3n2)cc1
  104 | 0.5
> COc1ccc(S(=O)(=O)c2c(C(=O)c3ccccc3)cnc3cc(OC)c(OC)cc23)cc1
  102 | -0.2
> O=C(CCNS(=O)(=O)c1ccc(Br)cc1)NC1CCCC1
  100 | -0.7
> Cc1ccc(NC(=O)C2CCC(CNS(=O)(=O)c3ccc4c(c3)CCCC(=O)N4)CC2)c(C)c1 (centres undefined)
  108 | 0.3
> CCOC(=O)C1=C(C)NC(C)=C(C(=O)OC)C1c1cccc(Cl)c1Cl (centres undefined)
  102 | 0.3
> CC1(C)NC(=O)N(CCC(=O)N2CCN(S(=O)(=O)c3cccs3)CC2)C1=O
  106 | 0.4
> C[N+]1(CCOC(=O)C2(c3ccccc3)CCCC2)CCCCC1
  103 | 0.4
> COC(=O)c1ccc(-c2ccco2)n1CC(=O)Nc1cccc(C)c1C
  101 | -0.5
> Cc1cccn2c(=O)c(/C=C(\C#N)c3nc4ccccc4n3C)c(Oc3ccc(Br)cc3)nc12
  82 | -4.4
> O=C(NCc1cccc(Cl)c1)c1cccn1-c1nnc(N2CCCC2)s1
  103 | -0.8
> Cc1nc2c(-c3ccccc3)c(C)nn2c(C)c1CCC(=O)NCc1ccc(F)cc1
  112 | 1.5
> Cc1ccc(S(=O)(=O)N(CC(=O)Nc2ccc3c(c2)OCO3)c2cc(Cl)cc(Cl)c2)cc1
  108 | 0.4
> O=C(O)CCCSc1ccc(Cl)cc1
  100 | -0.4
> CC(C)NC(=O)c1cc(Br)c(Br)s1
  104 | 0.2
> CCOC(=O)c1ccc(NC(=O)CS(=O)(=O)c2cn(CC)c3ccccc23)cc1
  103 | 1.2
> O=C(CSc1nc2ccsc2c(=O)n1NC(=O)COc1ccccc1Br)NCc1ccco1
  101 | 0.3
> CCOC(=O)C1=NN(c2ccc(C)cc2)C2c3cccc4cccc(c34)C12 (centres undefined)
  106 | 0.3
> C=CCn1c(Sc2ncnc3sc(C)c(C)c23)nnc1C1CCCCC1
  103 | 0
> N#Cc1ccc(N2C(=O)c3ccccc3C2=O)cc1
  95 | -0.7
> O=C(Cn1ncc2c3ccccc3n(Cc3ccccc3)c2c1=O)NCc1ccccc1
  114 | 0.6
> Cc1ccc2nc(-c3ccc(C)o3)c(Nc3ccc4c(c3)OCCO4)n2c1
  108 | 0.6
> COc1ccc2c(=O)c(Oc3cc(C)ccc3C)coc2c1
  103 | 0.3
> CCOc1ccc2c(c1)-c1c(ssc1=S)C(C)(C)N2C
  104 | 0.1
> Cc1ccc(NC(=O)C2CCN(S(=O)(=O)c3c(C)noc3/C=C/c3ccco3)CC2)cc1C
  105 | 0.2
> CCOCCCn1c(SCC(=O)Nc2ccccc2OC)nc2c(oc3ccccc32)c1=O
  103 | -0.3
> O=C1CCC/C(=N\NC(=O)Cc2cn3ccsc3n2)C1
  104 | 0.4
> O=C(Cc1ccccc1)N(Cc1cccnc1)c1nc2c(Cl)cccc2s1
  110 | 0.6
> O=C(c1ccc2c(c1)N(Cc1ccccc1F)C(=O)c1ccccc1S2(=O)=O)N1CCN(c2ccccc2F)CC1
  108 | 0.4
> O=C(CCc1nc2ccccc2[nH]c1=O)OCc1ccc(Cl)cc1
  101&100 | -0.3&-0.2

Some of the entries so far, with bars between the fields.
molecule | Polio RdRp inh | Polio RdRp inh FP z-score
Cc1ccc(NC(=O)C2CCN(S(=O)(=O)c3c(C)noc3/C=C/c3ccco3)CC2)cc1C | 105 | 0.2
N#Cc1ccc(N2C(=O)c3ccccc3C2=O)cc1 | 95 | -0.7
O=C(CSc1nc2ccsc2c(=O)n1NC(=O)COc1ccccc1Br)NCc1ccco1 | 101 | 0.3
COc1ccc2c(=O)c(Oc3cc(C)ccc3C)coc2c1 | 103 | 0.3
O=C(Cc1ccccc1)N(Cc1cccnc1)c1nc2c(Cl)cccc2s1 | 110 | 0.6

(list continues)
Each structure is followed by: Polio RdRp inh | Polio RdRp inh FP z-score
> Cc1ccc(C)c2c(N)c3c(nc12)CCCCC3
  103 | 0.4
> Cc1cc(C)cc(NC(=O)c2cc(C)nc3c2c(C)nn3-c2ccccc2)c1
  110 | 0.5
> FC(F)(F)c1ccc(N2CCCC2)nc1
  104 | 0.8
> CC1(C)CCc2cc(C3SCCS3)ccc2O1
  105 | 0.2
> Cc1ccc(-n2ncc3c(N4CCN(Cc5ccccc5)CC4)ncnc32)cc1Cl
  105 | -0.3
> CCCCNC(=O)c1cc(Cc2c(C)n[nH]c2C)c(N2CCOCC2)s1
  102 | 0
> COC(=O)c1ccc(CSc2n[nH]c(-c3ccccc3)n2)o1
  102 | 0.3
> Cc1ccc(-c2nc(C(=O)Nc3ccc(Cl)cc3)c3n2CCCCC3)cc1
  103 | 0.2
> COc1ccccc1Nc1ncnc2ccccc12
  102 | 0.5
> COc1cc(/C=C(\C#N)C(=O)NC2CCCCC2)cc(OC)c1O
  138 | 4.4
> COC(=O)CNC(c1ccccc1)c1cc(Br)ccc1NC(=O)c1ccccc1Cl (centres undefined)
  101 | -0.2
> Cn1c(=O)n(C)c2cc(CNCc3ccc(F)cc3)ccc21
  104 | -0.6
> CCOC(=O)CC(C)=Nc1cnn(-c2ccccc2)c1
  100 | 0.1
> O=C(CSc1nccn1-c1ccc(Cl)cc1)Nc1ccc(Cl)c(Cl)c1
  114 | 1.7
> COC(=O)c1ccc(NC(=O)C(=O)NCCc2sc(-c3cccc(F)c3)nc2C)cc1
  109 | 0.7
> Cc1ccc(C(=O)COC(=O)c2cc(C)oc2C)cc1
  99 | -0.4
> CCOC(=O)c1cc(-c2ccccc2)sc1N
  104 | 0.5
> CCCN1C/C(=C/c2ccc3c(c2)OCO3)C(=O)/C(=C/c2ccc3c(c2)OCO3)C1
  102 | 0.1
> Cc1ccccc1Cn1c2ccccc2c2cnn(CC(=O)N3CCCC3)c(=O)c21
  104 | 0.7
> CNC(=O)c1ccccc1-c1ccccc1
  103 | 0.8
> O=C(COn1c(=O)n(COC(=O)c2ccccc2)c2ccccc21)c1ccccc1
  101 | 0
> O=C(Cc1ccccc1)OCc1nc2ccccc2s1
  101 | -0.3
> Cc1ccc(N=C(N(C)C)P(=O)(N(C)C)N(C)C)cc1
  103 | 0.2
> CC1Cc2cc(S(=O)(=O)NCc3ccc(Cl)cc3)ccc2N1C(=O)C1CCC1 (centres undefined)
  103 | -0.8
> CC(C)/C(=N/O)c1ccccc1
  101 | -0.4
> C1=CCC(/C=N/n2cnnc2)CC1 (centres undefined)
  107 | 0.6
> Cc1ccc2[nH]c(C(=O)Nc3ccccc3)cc2c1
  112 | 1.1
> COC(=O)c1cc2sc(Cl)cc2n1Cc1cc(C)ccc1C
  109 | 0.9
> COc1ccc(CC(CC(=O)O)C(=O)O)cc1 (centres undefined)
  101 | 0
> CCOC(=O)C1(CCC#N)C(=O)C=C(c2ccc(OC)cc2)CC1c1ccc2ccccc2c1 (centres undefined)
  107 | 0.7
> CC1=CC(=NC#N)C(C)=CC1=NC#N
  105 | 0.3
> CCn1c(=O)c(-c2ccccc2)c(O)c2ccccc21
  99 | -0.7

One compound at a time, from the list above:
Record of COC(=O)c1cc2sc(Cl)cc2n1Cc1cc(C)ccc1C : Polio RdRp inh = 109; Polio RdRp inh FP z-score = 0.9
Record of CC(C)/C(=N/O)c1ccccc1 : Polio RdRp inh = 101; Polio RdRp inh FP z-score = -0.4

These rows are one share of the data. The share of hits here may be higher or lower than overall.
